BRCA1 expr up = activators of BRCA1 expression; MCF7-BRCA1-FFLuc reporter, luminescence, 48 h; response scale: scaled: vehicle 0%, 10 µM genistein 100%; Potency, µM (series often up to 46.1 µM), without a hit: top-dose activation, most hits filed as activators; 380,000 compounds, 1.1% hits; AID 624202; note: potency is the fitted concentration of half-maximal effect; nearly all actives have a fitted effect of over 80% in size; some results filed as inactive show a strong effect at the top dose
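Activators of BRCA1 expression were detected as increased firefly luciferase luminescence in engineered MCF7 cells after 48 h compound incubation. Signals were scaled to genistein 10 microM as full activation.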
p53 reactivator = re-activators of mutant p53; H1299 p53-A138V BP100-luciferase reporter, luminescence, 24 h; AID 504706; 320,000 compounds, 0.063% hits; Potency, µM (highest dose often 92.2 µM), without a hit: top-dose activity change, positive = activation, hits mostly activators; note: potency is the fitted concentration of half-maximal effect; % of control where 0% means no effect; nearly all actives have a fitted effect of over 45% in size
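p53-null H1299 cells stably carrying temperature-sensitive p53-A138V and a BP100-luciferase reporter were pinned with compounds (4-point, 1:5 series) and held 24 hrs at 37 deg C. Luminescence was read 10 min after detection reagent.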
ELG1 genotoxic = inducers of genotoxicity in HEK293T ELG1-luciferase cells | 330,000 compounds, 1.3% hits | Potency, µM (top dose mostly 46 µM), for the others: at the top dose activity change, positive = activation, actives largely listed as activators | HEK293T ELG1-luciferase reporter, luminescence, 16 h; note: potency is the fitted concentration of half-maximal effect; % of control where 0% means no effect; nearly all actives have a fitted effect of over 60% in size
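DMSO vehicle served as control against compound-treated ELG1-luciferase HEK293T cells; exposure lasted 16 hr at 37 °C and 5% CO2, followed by ONE-Glo luminescence detection after 30 min.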
RORgamma inh = ROR gamma (mouse) transcription inhibition; P51450; Drosophila S2 Gal4-RORgamma UAS-luciferase reporter, 20 h; Potency, µM (series often up to 53.6 µM), for inactives: at the highest dose activity change, negative = inhibition, usual class: inhibitors; 310,000 compounds, 5.4% hits; AID 2551; note: potency is the fitted concentration of half-maximal effect; % is set by controls: 0 for no effect and ±100 for the full control effect; nearly all actives have a fitted effect of over 60% in size
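Luminescence from a UAS-regulated Photinus luciferase reporter in stably transfected Drosophila Schneider cells is measured; decreased signal marks ROR gamma inhibition. Fusion expression is induced by 700 uM copper sulfate for 20 hr.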
Gal4-VP16 FLuc = counter-screen for ROR gamma inhibitors: Gal4-VP16 reporter; Drosophila S2 Gal4-VP16 UAS-luciferase, luminescence, 20 h; Potency, µM (titrated, usually from 53.6 µM), for the others: top-dose activity, negative = inhibition, usual class: inhibitors; 310,000 compounds, 3.5% hits; AID 2546;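 note: Gal4-VP16 expression switched on by copper sulfate through the metallothionein promoter; potency is the fitted concentration of half-maximal effect; % is set by controls: 0 for no effect and ±100 for the full control effect; nearly all actives have a fitted effect of over 50% in size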
NPC1 prom act = activators of NPC1 promoter | Huh7 NPC1 promoter luciferase reporter, 24 h | Potency, µM (series often up to 9.22 µM), for inactives: at the top dose activation, most hits filed as activators | 320,000 compounds, 2.4% hits | AID 485313;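 note: potency is the fitted concentration of half-maximal effect; % of control where 0% means no effect; nearly all actives have a fitted effect of over 60% in size; reporter is driven by a mutant NPC1 promoter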
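Compounds in DMSO were transferred onto Huh7 NPC1-luciferase reporter cells pre-incubated 2 h; after 24 h at 37 °C, Amplite reagent was dispensed and luminescence recorded 10 min later.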
TRPV1 ag = agonists of human vanilloid receptor 1 (TRPV1). TRPV1-expressing cells, Fluo-8 calcium influx, agonist mode. activation, % at 8.33 µM. 320,000 compounds, 0.19% hits; in the data active = activation above about 80%; inconclusive = between about 30% and that limit; note: 0% is about no effect
Target sequence (Q8NER1 whole entry, looked up): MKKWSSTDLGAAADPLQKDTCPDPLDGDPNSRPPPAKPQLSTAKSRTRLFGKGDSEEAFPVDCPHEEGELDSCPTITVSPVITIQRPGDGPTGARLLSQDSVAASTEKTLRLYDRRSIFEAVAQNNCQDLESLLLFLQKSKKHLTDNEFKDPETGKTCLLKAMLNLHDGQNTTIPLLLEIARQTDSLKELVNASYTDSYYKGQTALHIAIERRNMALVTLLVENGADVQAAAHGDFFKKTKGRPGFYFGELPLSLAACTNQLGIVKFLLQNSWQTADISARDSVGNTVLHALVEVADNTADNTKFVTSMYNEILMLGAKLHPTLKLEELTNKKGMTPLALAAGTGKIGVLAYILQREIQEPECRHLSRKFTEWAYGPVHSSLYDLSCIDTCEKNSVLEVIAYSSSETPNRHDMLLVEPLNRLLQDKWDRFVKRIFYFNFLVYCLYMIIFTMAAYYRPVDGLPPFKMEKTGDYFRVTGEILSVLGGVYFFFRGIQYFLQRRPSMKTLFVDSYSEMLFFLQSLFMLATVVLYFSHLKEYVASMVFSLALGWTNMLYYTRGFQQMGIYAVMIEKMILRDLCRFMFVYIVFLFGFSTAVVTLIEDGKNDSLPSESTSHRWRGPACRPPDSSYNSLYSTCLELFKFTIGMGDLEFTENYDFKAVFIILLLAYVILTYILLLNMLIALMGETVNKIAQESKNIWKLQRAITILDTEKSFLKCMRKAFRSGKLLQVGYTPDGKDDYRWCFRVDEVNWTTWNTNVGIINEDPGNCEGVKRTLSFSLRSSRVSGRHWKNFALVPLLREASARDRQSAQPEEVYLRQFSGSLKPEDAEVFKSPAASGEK
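TRPV1-expressing cells were cultured overnight at 35.5C and loaded with Fluo-8 calcium dye for 40 to 90 min at room temperature. After a 10 s baseline, compound was added and calcium influx was read kinetically for 3 min (ex 480/em 520 nm).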
Rab9 prom act = activates the Rab9 promoter | Huh7 Rab9 promoter-luciferase reporter, luminescence, 24 h | AID 485297 | Potency, µM (top dose mostly 9.22 µM), without a hit: at the top dose activation, negative = inhibition, actives largely listed as activators | 320,000 compounds, 2.8% hits; note: potency is the fitted concentration of half-maximal effect; % of control where 0% means no effect; nearly all actives have a fitted effect of over 60% in size
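Luminescence from Amplite-detected luciferase (10 minutes, ambient) reports Rab9 promoter activation. Before that, stable Rab9-luciferase Huh7 cells (1500/well, reduced-serum OP-MEM I plus 10% FBS) were exposed to compound for 24 hours at 37C.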
ELG1 repair inh = inhibitors of ELG1-dependent DNA repair in HEK293T cells | Potency, µM (top dose mostly 46.1 µM), without a hit: top-dose activity change, negative = inhibition, hits mostly inhibitors | AID 504467 | HEK293T ELG1-luciferase reporter, luminescence, 16 h; DNA damage induced by 5-fluorouridine | 330,000 compounds, 2.3% hits; note: potency is the fitted concentration of half-maximal effect; % is set by controls: 0 for no effect and ±100 for the full control effect; nearly all actives have a fitted effect of over 55% in size
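DMSO vehicle served as the neutral condition. Each well held 2,000 cells given 5-fluorouridine plus compound; after 16 hr at 37 °C/5% CO2, ONE-Glo was added and luciferase measured 30 min later.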
FLuc counter = counter-screen for miR-21 project: firefly luciferase inhibitors or activators; Potency, µM (series often up to 57.5 µM), for the others: at the top dose activity change, negative = inhibition, actives largely listed as inhibitors; 360,000 compounds, 6.9% hits; AID 588342; purified FLuc, Km substrates, luminescence inhibition; P08659;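 note: potency is the fitted concentration of half-maximal effect; plate controls were vehicle for no effect and reference inhibitor for full effect; nearly all actives have a fitted effect of over 55% in size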
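Purified P. pyralis luciferase, 10 nM final, with Km-level 10 uM D-luciferin and 10 uM ATP in 50 mM Tris acetate pH 7.5, 10 mM Mg acetate, 0.01% Tween-20, 0.05% BSA; 6-point qHTS titration about 60 µM downward; luminescence read.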
Tb PFK block = inhibitors of T. brucei phosphofructokinase; O15648; T. brucei PFK, ADP-Glo luminescence; Potency, µM (titrated, usually from 57.5 µM), for inactives: at the top dose activity, negative = inhibition, actives largely listed as inhibitors; 330,000 compounds, 0.17% hits; AID 485367;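 note: potency is the fitted concentration of half-maximal effect; 0% = uninhibited 1x PFK enzyme wells and -100% = no-enzyme wells; nearly all actives have a fitted effect of over 60% in size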
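Activity is normalized to no-enzyme wells (full inhibition) and 1.25 nM enzyme wells (no inhibition). Reaction: 0.5 mM F6P, 0.1 mM ATP, 45 min RT, ADP-Glo luminescence; concentration-response curves fitted and classed by quality.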
* hit, by the source's call; ? = inconclusive; / = not tested or not shown; [ ] = remark or other dose. Unless noted, calls come from the whole dose curve; as a rule, active = well fitted curve in the direction sought with a large enough effect; inconclusive = small, poorly fitted or top-dose-only effect, or another doubt; inactive = no such curve, though single readings can be large; an effect the other way counts as inactive or inconclusive.

(1) Cc1csc(NC(=O)CSc2nnnn2C)n1
(2) CCOC(=O)N1CCN(C(=O)CSc2nnc(CNC(=O)c3c(F)cccc3Cl)o2)CC1
(3) CC(NCc1ccc2c(c1)OCO2)C(=O)N1CCc2ccccc21 (configuration not stated)
(4) CC(=O)c1ccccc1OC(=O)c1c(F)cccc1F
(5) COCCCC1CCN(C(=O)C2CCC(=O)N(CCc3cccc(F)c3)C2)CC1 (configuration not stated)
(6) Oc1cccc(Oc2ncc(C(F)(F)F)cc2Cl)c1
(7) O=C(CC(c1ccco1)S(=O)(=O)c1ccccc1)c1ccc(F)cc1 (configuration not stated)
(8) CCOP(=O)(OCC)C(Nc1ccccc1)c1ccco1 (configuration not stated)
Compound,1,2,3,4,5,6,7,8
BRCA1 expr up,?,0%,-16%,-21%,-2%,-23%,0%,6%
p53 reactivator,?,-3%,-1%,2%,3%,18%,18%,-3%
ELG1 genotoxic,?,-1%,1%,0%,-1%,8%,1%,17%
RORgamma inh,-32%,-13%,11%,10%,-8%,-11%,2.5µM*,3%
Gal4-VP16 FLuc,4%,10%,-11%,4%,1%,-3%,11µM*,0%
NPC1 prom act,25%,5%,-3%,0%,1%,-4%,0%,0%
TRPV1 ag,-3,-1,6,1,2,2,7,3
Rab9 prom act,?,-1%,0%,-1%,2%,?,-1%,2%
ELG1 repair inh,?,-2%,-1%,18%,13%,24%,20%,-1%
FLuc counter,?,-2%,2%,2%,1%,0%,19µM*,4%
Tb PFK block,-1%,3%,-5%,1%,5%,1%,-14%,0%

Compound profiles, as listed above:
`Oc1cccc(Oc2ncc(C(F)(F)F)cc2Cl)c1` across the screens: BRCA1 expr up: -23%; p53 reactivator: 18%; ELG1 genotoxic: 8%; RORgamma inh: -11%; Gal4-VP16 FLuc: -3%; NPC1 prom act: -4%; TRPV1 ag: 2; Rab9 prom act: ?; ELG1 repair inh: 24%; FLuc counter: 0%; Tb PFK block: 1%
`CCOP(=O)(OCC)C(Nc1ccccc1)c1ccco1` (configuration not stated) across the screens: BRCA1 expr up: 6%; p53 reactivator: -3%; ELG1 genotoxic: 17%; RORgamma inh: 3%; Gal4-VP16 FLuc: 0%; NPC1 prom act: 0%; TRPV1 ag: 3; Rab9 prom act: 2%; ELG1 repair inh: -1%; FLuc counter: 4%; Tb PFK block: 0%
`CC(NCc1ccc2c(c1)OCO2)C(=O)N1CCc2ccccc21` (configuration not stated) across the screens: BRCA1 expr up: -16%; p53 reactivator: -1%; ELG1 genotoxic: 1%; RORgamma inh: 11%; Gal4-VP16 FLuc: -11%; NPC1 prom act: -3%; TRPV1 ag: 6; Rab9 prom act: 0%; ELG1 repair inh: -1%; FLuc counter: 2%; Tb PFK block: -5%

Next section.
(9) Cc1nnc(SCC(=O)Nc2ccccc2F)n(N)c1=O
(10) CNC(=S)Nc1ccc([N+](=O)[O-])c(C)c1
(11) CN1CCC(OC(=O)COc2ccc(F)cc2)CC1
(12) Cc1ccccc1NC(=O)c1c(Cl)nc(C)c(Cl)c1C
(13) CN(c1ccccc1C(=O)Nc1cccc(C(F)(F)F)c1)S(C)(=O)=O
(14) COc1ccc(C(=O)[C@H]2[C@H]3C(=O)N(c4ccc(OC(C)=O)cc4)C(=O)[C@H]3C3C=CC=NN32)cc1 (some centres not stated)
(15) OC(COc1c(Cl)cc(Cl)cc1Cl)CN1CCCCC1 (configuration not stated)
(16) O=C(OCc1nnc(-c2ccccc2)o1)C1CC(=O)N(c2ccccc2)C1 (configuration not stated)
Compound,9,10,11,12,13,14,15,16
BRCA1 expr up,-7%,46%,-3%,-18%,-30%,6%,15%,4%
p53 reactivator,-4%,-2%,-2%,-6%,-3%,-2%,-5%,13%
ELG1 genotoxic,-2%,-5%,-17%,1%,0%,1%,-3%,6%
RORgamma inh,-10%,10µM*,21%,12%,3%,-9%,-15%,-4%
Gal4-VP16 FLuc,1%,?,-9%[10 µM],-2%,2%,-14%,-2%,-9%
NPC1 prom act,2%,1%,-1%,0%,-1%,0%,-2%,4%
TRPV1 ag,0,3,-6,0,1,3,2,8
Rab9 prom act,18%,-3%,-10%,-3%,0%,5%,9%,3%
ELG1 repair inh,25%,9%,?,-5%,16%,2%,-5%,3%
FLuc counter,1%,1%,-1%,-1%,3%,-9%,2%,0%
Tb PFK block,-12%,0%,2%,-1%,-6%,5%,-8%,-15%

(17) Cc1cc(C(=O)Nc2cccc3cccnc23)ccc1[N+](=O)[O-]
(18) CCC(=O)N1c2ccc(S(=O)(=O)N3CCN(CC)CC3)cc2CC1C (configuration not stated)
(19) CSc1ncccc1C(=O)OCC(=O)c1ccccc1
(20) CC(C)C(=O)Nc1ccc(Br)cc1Cl
(21) COc1ccccc1C(=O)N/N=C/c1ccc(Cl)s1
(22) CS(=O)(=O)N(Cc1ccccc1)c1ccc(C(=O)NCCSCc2ccco2)cc1
(23) Clc1ccc(-n2nnnc2-c2ccccc2)cc1
(24) COc1ccc([C@H]2CC(=O)C=C(c3cc(OC)ccc3OC)C2)cc1
Compound,17,18,19,20,21,22,23,24
BRCA1 expr up,-18%,3%,7%,3%,-30%,0%,1%,-50%
p53 reactivator,-2%,2%,-4%,-5%,28%,10%,-3%,2%
ELG1 genotoxic,4%,2%,4%,1%,7%,-2%,1%,-3%
RORgamma inh,1%,-3%,5%,32%,?,?,2%,/
Gal4-VP16 FLuc,-5%,-6%,10%,8%,?,?,0%,/
NPC1 prom act,6%,-5%,1%,-3%,10%,-3%,-3%,-20%
TRPV1 ag,2,0,3,-1,?,-1,-6,10
Rab9 prom act,1%,0%,0%,10%,17%,-3%,3%,-17%
ELG1 repair inh,?,19%,-11%,?,?,?,-10%,?
FLuc counter,?,-1%,12µM*,-2%,19µM*,-3%,0%,2%
Tb PFK block,1%,0%,-3%,0%,-1%,-7%,-3%,1%

(25) COc1cccc(NC(=O)c2ccccc2N2C(=O)C3C4C=CC(C5CC45)C3C2=O)c1 (configuration not stated)
(26) O=C(O)[C@H](Cc1ccccc1)NC(=O)N1CCCCCC1
(27) O=C(COC(=O)COc1cccc(C(F)(F)F)c1)NC1CCCC1
(28) COc1ccc(NC(=O)CN(C)CC(=O)Nc2ccc3c(c2)CCC3)cc1
(29) CC(C(=O)NCc1ccccc1)N1C(=O)CN(C)C(=O)c2ccccc21 (configuration not stated)
(30) COc1ccc(CCC(=O)OCC(=O)Nc2ccc(OC)c(OC)c2)cc1OC
(31) O=C(NCc1c(O)ccc2ccccc12)c1ccccc1
(32) Cc1cccc(NC(=O)Cn2c(=O)oc3cc(S(=O)(=O)N4CCCC4)ccc32)n1
(33) COc1ccc(C(=O)NNC(=S)NC2CCCCC2)cc1OC
(34) O=C(NCC1CCCO1)c1onc(CSc2ccc(Cl)cc2)c1C(=O)O (configuration not stated)
Compound,25,26,27,28,29,30,31,32,33,34
BRCA1 expr up,-1%,-3%,-2%,-25%,-17%,6%,-6%,-5%,5%,62%
p53 reactivator,-5%,-2%,3%,-2%,-2%,2%,/,/,0%,-3%
ELG1 genotoxic,-7%,0%,2%,-2%,1%,-1%,0%,2%,2%,0%
RORgamma inh,0%,24%,/,33%,9%,-7%,?,4%,7.9µM*,3%
Gal4-VP16 FLuc,-8%,-7%,/,7%,4%,6%,0%,5%,?,-4%
NPC1 prom act,-1%,1%,-4%,-7%,13%,3%,-3%,-2%,12%,2%
TRPV1 ag,3,3,2,15,0,4,28,0,3,3
Rab9 prom act,-1%,-4%,-1%,2%,-5%,-3%,-4%,4%,14%,0%
ELG1 repair inh,15%,10%,18%,-4%,1%,13%,1%,-6%,10%,-2%
FLuc counter,0%,-1%,-1%,-1%,5%,-2%,3%,-1%,-1%,?
Tb PFK block,-4%,-10%,-10%,-1%,3%,3%,5%,3%,-1%,2%

Compound activity from PubChem.
